PKA-R1A act: activators of PKA-R1A complex | P00514+P68181 | PKA-R1A dissociation, Cy5-IP20 fluorescence polarization; scaled: DMSO 0%, 113 µM cGMP 100% | activation, % at 11.4 µM | actives 0.083% (n = 340,000) | AID 504707;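 active = percent activation above the mean of all tested compounds plus 3 SD, cut at about 19% in these data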;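 also: higher means more PKAc released from R1A so a rise in polarization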
phage Ecoli inh: E. coli growth loss with phage present; growth absorbance; inhibition, % at 11.9 µM; actives 0.26% (n = 360,000); AID 651602; in the data active = inhibition above about 11%
PKA-R2B activ: activates the human PKA-R2B holoenzyme complex; actives 0.079% (n = 340,000); PKA-R2B holoenzyme dissociation, Cy5-IP20 fluorescence polarization; R2B truncated from residue 108, S112A mutant; 0% DMSO only, 100% 113 µM cGMP; AID 504700; P22694+P31323; activation, % at 11.4 µM;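 active = activation above a cutoff set at the mean over all compounds plus 3 SD, cut at about 18% in these data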;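 also: higher means more holoenzyme dissociation and a rise in polarization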
Target sequence (P31323 whole entry, looked up, other chains not shown, the tested form may be a part): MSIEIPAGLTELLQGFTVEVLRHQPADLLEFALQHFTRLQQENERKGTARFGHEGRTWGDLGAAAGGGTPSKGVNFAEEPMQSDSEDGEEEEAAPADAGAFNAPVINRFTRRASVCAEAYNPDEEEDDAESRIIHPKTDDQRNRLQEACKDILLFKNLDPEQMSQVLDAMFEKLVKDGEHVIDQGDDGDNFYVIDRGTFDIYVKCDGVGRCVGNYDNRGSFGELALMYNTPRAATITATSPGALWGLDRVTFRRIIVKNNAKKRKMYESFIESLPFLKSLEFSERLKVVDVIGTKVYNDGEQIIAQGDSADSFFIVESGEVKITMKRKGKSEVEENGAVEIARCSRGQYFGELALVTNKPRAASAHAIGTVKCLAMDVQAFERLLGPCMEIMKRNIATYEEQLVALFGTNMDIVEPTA
PfHsp90 set2: reduces growth (ATP signal) of yeast expressing P. falciparum Hsp90; inhibition, % at 9.4 µM; AID 504621; actives 0.32% (n = 310,000); S. cerevisiae expressing PfHsp90, BacTiter-Glo ATP, 48 h; yeast lacking PDR1 and PDR3 efflux regulators;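 active = every replicate shows inhibition above about 80%, whatever the replicate mean, limit read from the data; inconclusive = mean inhibition reaches the set limit but some replicate falls short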;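 also: 0% = DMSO neutral controls and 100% = 20 µM radicicol positive controls; yeast relying on Plasmodium falciparum Hsp90 in place of its own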
HTR5A inv ctr: HTR5A inverse agonism, opioid heterodimer counter-screen. HTR5A cell line, luminescence. P47898. inhibition, % at 9.3 µM. AID 504634. actives 0.083% (n = 340,000); in the data active = inhibition mostly above about 23%, no sharp cut-off; inactive = mostly below about 18%;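 also: 0% = cells with DMSO and 100% = no-cell wells with DMSO; some compounds called inactive have numbers as strong as hits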
Target sequence (P47898 whole entry, looked up): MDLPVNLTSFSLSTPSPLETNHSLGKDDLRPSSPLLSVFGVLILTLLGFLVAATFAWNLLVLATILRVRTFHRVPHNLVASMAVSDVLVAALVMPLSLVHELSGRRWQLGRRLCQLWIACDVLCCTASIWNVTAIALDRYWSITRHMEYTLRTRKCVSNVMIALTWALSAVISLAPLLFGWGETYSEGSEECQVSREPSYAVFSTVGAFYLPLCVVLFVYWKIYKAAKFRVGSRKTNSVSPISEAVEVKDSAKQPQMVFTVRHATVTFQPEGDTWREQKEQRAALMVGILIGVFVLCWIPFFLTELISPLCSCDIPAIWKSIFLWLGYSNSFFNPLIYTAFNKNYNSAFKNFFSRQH
MOR-DOR ag: OPRM1-OPRD1 heterodimerization agonism. P35372+P41143. cells, luminescence. activation, % at 9.3 µM. actives 0.3% (n = 340,000). AID 504326; in the data active = activation above about 18%;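 also: 0% = vehicle-treated cells and 100% = reference agonist; values of inactives mirror those of a sister screen read the other way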
Mot1-301 SUMO: SUMOylation pathway inhibition by Mot1-301 growth rescue. S. cerevisiae Mot1-301 growth rescue, ATP luminescence, 38.5C; percent above DMSO median, 100 means doubled. growth rescue, % at 18.8 µM. actives 1% (n = 320,000). AID 2716;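 active = every valid replicate shows activation above 250% relative to neutral control wells; inactive = the rest, any valid replicate at or below 250%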;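 also: OY570 slx delta 5 strain wells were the positive control but not used for scaling; some compounds called inactive have numbers as strong as hits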
E coli growth: reduces bacterial viability in AddAB counter-screen. E. coli V3065 growth, OD600 absorbance, 18 h. inhibition, % at 11.9 µM. actives 0.27% (n = 330,000);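 active = inhibition above the campaign's mean inhibition across all tested compounds plus 3 SD, cut at about 9.9% in these data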;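 also: uninfected addAB+ strain grown without phage in ampicillin broth; 0% = DMSO wells and 100% = ciprofloxacin 0.95 µg/ml wells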
Tat export inh: inhibitors of E. coli Tat protein transport; AID 488895; inhibition, % at 10 µM; actives 0.036% (n = 340,000); E. coli MC4100 TorA-mCherry Tat export, fluorescence;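 active = mean replicate inhibition at least 50% and at least half of replicates individually reaching 50%; inconclusive = only one of the two criteria met; inactive = neither criterion met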;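 also: exported cargo escapes ClpAP degradation while cytoplasmic cargo is degraded and loses fluorescence; 0% = median of neutral control wells and 100% = median of NaSCN control wells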
MOR-DOR inv ag: inverse agonists of human mu-delta opioid receptor heterodimerization; actives 0.21% (n = 340,000); AID 504357; inhibition, % at 9.3 µM; cell-based MOR-DOR heterodimer luminescence, inverse agonism; in the data active = inhibition above about 22%, passing the limit was not always enough;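 also: 0% = cells with DMSO and 100% = wells without cells with DMSO; values of inactives mirror those of a sister screen read the other way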
AddAB inh: less growth of phage-infected E. coli with AddAB; E. coli expressing H. pylori AddAB, absorbance growth; inhibition, % at 11.9 µM; actives 0.29% (n = 330,000); in the data active = inhibition above about 12%;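 also: 0% = vehicle wells of infected cells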
An asterisk follows results filed as active; u = inconclusive; x = not tested or not shown.

compound,E coli growth,PfHsp90 set2,phage Ecoli inh,Mot1-301 SUMO,Tat export inh,PKA-R1A act,MOR-DOR inv ag,PKA-R2B activ,HTR5A inv ctr,MOR-DOR ag,AddAB inh
COc1ccc(NC(=O)CSc2ncnc3c2cnn3Cc2ccccc2)cc1OC,-1.6,11,2.1,-2,-3,2,-9,-4,-13,2.0,0.3
CCCCn1nc2cc(C(=O)NCCc3ccc(C)cc3)ccc2c1OCC,1.3,-16,1.2,-15,-1,-8,2,3,18,-0.4,3.2
CC(=O)N1CCN(c2ccnc3cc(Cl)ccc23)CC1,1.5,-10,3.3,-9,5,-8,7,4,-1,-1.4,3.9
Cc1ccccc1OCC(=O)Nc1cc(S(=O)(=O)N2CCOCC2)ccc1N1CCCC1,-2.3,1,0.3,-3,5,-3,1,4,-8,-0.3,-0.6
Cc1ccc(C(=O)N(CC(=O)Nc2sc(C)c(C)c2C(N)=O)C2CCCC2)cc1,-0.2,11,-0.1,-13,4,1,-8,-13,1,1.0,1.5
CCNC(=O)C(Cc1ccccc1)NC(=O)OCc1ccccc1 (stereo unspecified),0.7,-7,5.3,30,-11,x,x,x,x,x,3.0
CCC1(C)OC(=O)N(CCCn2ccnc2C)C1(C)O (stereo unspecified),-0.3,x,2.2,13,2,0,7,-10,8,-1.3,0.8
CC1CC(C)CN(S(=O)(=O)N2CCCC(C(=O)NC3CCCCC3)C2)C1 (stereo unspecified),1.4,-21,0.8,6,1,2,0,4,-6,-0.1,1.8
C[N+](C)(C)CCOC(=O)C1(c2ccccc2)CCCC1,-1.7,-6,1.4,-15,1,-2,3,-2,5,-0.6,0.3
Cn1cc(C(N)=O)c2ccccc21,-1.0,-11,3.9,26,-11,9,-4,11,-23,0.8,2.9
CCN(C(=O)C(C)OC(=O)C1C(C(=O)OC)=C(C)NC(C)=C1C(=O)OC)c1ccccc1 (stereo unspecified),-0.4,x,0.5,2,1,-15,10,2,-7,-1.9,2.4
COc1ccc(C(=O)O)cc1S(=O)(=O)N(C)C,-2.2,17,3.1,47,-11,-24,18,-4,-3,-3.6,0.8

3 entries out of the list above, ordered by the number in Mot1-301 SUMO, lowest first:
Structure | Mot1-301 SUMO
CCN(C(=O)C(C)OC(=O)C1C(C(=O)OC)=C(C)NC(C)=C1C(=O)OC)c1ccccc1 (stereo unspecified) | 2
CC1CC(C)CN(S(=O)(=O)N2CCCC(C(=O)NC3CCCCC3)C2)C1 (stereo unspecified) | 6
CCC1(C)OC(=O)N(CCCn2ccnc2C)C1(C)O (stereo unspecified) | 13

(listing goes on)
compound,E coli growth,PfHsp90 set2,phage Ecoli inh,Mot1-301 SUMO,Tat export inh,PKA-R1A act,MOR-DOR inv ag,PKA-R2B activ,HTR5A inv ctr,MOR-DOR ag,AddAB inh
COc1ccc(NC(=S)N2CCN(C/C=C/c3ccccc3)CC2)cc1OC,1.0,2,1.9,1,6,-10,9,6,-7,-1.6,-2.9
NS(=O)(=O)c1ccc(CCNC(=O)c2ccc([N+](=O)[O-])s2)cc1,7.3,-11,2.1,389*,-14,-4,-23,-3,13,4.2,9.1
O=C1/C(=C/c2cccnc2)Cc2ccc(Cl)cc21,0.0,x,-1.5,78,-8,4,6,6,-12,-1.0,2.5
O=C(O)CCn1c(SCCOc2ccccc2F)nc2ccccc21,x,15,3.1,3,2,-10,14,-2,7,-2.5,x
CCc1ccc(N=C2NC(=O)/C(=C/c3cc(OC)c(OC)c(OC)c3)S2)cc1,-1.1,14,0.5,13,-3,-2,-24,-7,-16,5.0,-1.0
CC(C#N)Sc1ncnc2sc3c(c12)CCC3 (stereo unspecified),-2.3,-17,-0.3,-9,-1,4,-3,-14,-4,0.6,-1.6
Brc1ccc(-n2c(SCc3nc4ccccc4[nH]3)nnc2-c2ccncc2)cc1,-3.4,-9,2.4,-25,1,-2,-2,1,-4,0.4,0.3
O=C(c1cn(-c2ccccc2)nc1-c1ccc(Br)cc1)N1CCOCC1,-0.5,19,3.8,-8,10,4,-9,4,-20,2.0,4.6
Cc1ccc(C2NNC(=O)C2NC(=O)c2ccccc2)cc1 (stereo unspecified),-1.6,-5,2.1,-8,-5,7,3,7,-10,-0.6,1.1
Cc1ccc2cc(C(c3nnnn3C3CCCC3)N(Cc3ccccc3)Cc3ccco3)c(=O)[nH]c2c1 (stereo unspecified),-0.9,-17,-0.2,23,0,5,4,0,-9,-0.8,-0.9
O=C(O)CSc1nc(-c2ccccc2)nc2c1oc1ccccc12,0.2,24,2.4,-8,-7,0,11,4,-23,-1.8,-0.2
CCc1ccc(CN2CCC(Oc3ccc(C(=O)N4CCCCC4)cc3)CC2)cc1,x,-7,4.7,-16,2,-2,1,-8,3,-0.1,x
Cc1nnc(C)n1/N=C/c1ccc(-c2ccccc2)cc1,-1.5,5,3.8,13,8,-2,14,-22,11,-3.0,4.8
COc1ccc(NCC(=O)N/N=C(\C)c2cc3ccccc3o2)cc1,-2.1,-13,4.4,x,1,-13,1,-18,-28,-0.1,0.0
CN1CCN(c2ccccc2NC(=O)c2cc3ccccc3o2)CC1,2.6,-26,2.5,-4,14,-4,0,3,7,0.1,4.3
Cc1ccc(C(=O)NCCCNC(=O)COc2ccc(Cl)cc2)cn1,0.3,7,-2.4,-15,3,7,15,-12,8,-2.8,2.6
CC1CCCCC1NC(=O)c1c(O)nc2ccccn2c1=O (stereo unspecified),0.8,x,2.1,-12,0,0,-15,-5,-5,2.3,0.2
O=c1cnn(Cc2ccc(Cl)c(Cl)c2)c2ccccc12,2.5,3,4.2,6,5,0,-21,5,-7,2.5,4.1
CC(C)=CC(O)C/C(C)=C/COc1ccc2ccc(=O)oc2c1 (stereo unspecified),-1.0,15,2.0,36,3,14,10,-4,12,-2.0,0.8
COc1ccc(/C=N/NC(=O)CCc2n[nH]c(=O)[nH]c2=O)cc1OC,-1.4,-1,4.2,-3,6,-2,17,-15,0,-3.7,0.7
COc1cccc(OC)c1C(=O)Nc1ccc2c(c1)N(S(=O)(=O)c1cccs1)CCC2,0.4,1,2.4,490*,-3,-5,3,-2,11,-0.7,-0.3
Cc1ccc(S(=O)(=O)Nc2ccccc2N2CCCCC2)cc1,0.9,-27,0.6,-6,22,-4,-27,-12,13,6.8,-0.3
COc1cc(OC)c(C(=O)Oc2ccc3c(c2)OCO3)cc1OC,-0.6,-27,1.4,-7,-2,0,6,-8,-12,-1.0,0.7
COc1ccc2nc(SCC(=O)Nc3cc(OC)c(OC)cc3C(=O)O)c(C)cc2c1,1.6,x,1.0,3,u,-3,3,-5,0,-0.6,0.4
O=C(CCCNC(=O)/C(=C/c1ccccc1F)NC(=O)c1ccccc1)OCc1ccccc1,0.4,6,3.6,496*,-1,-1,16,-1,6,-3.2,-1.7
CCOC(=O)C(Oc1ccc2c(-c3ccccc3)cc(=O)oc2c1)c1ccccc1 (stereo unspecified),-0.3,8,2.7,10,3,1,10,-12,3,-2.0,0.7
COc1ccc(CCn2c(=S)[nH]c3cc(C(=O)NCc4ccco4)ccc3c2=O)cc1OC,1.6,x,x,3,1,10,-127,7,-1,28*,0.1
CC(Sc1nnc(-c2cccnc2)o1)C(=O)NC1CCCC1 (stereo unspecified),0.2,-30,1.8,-2,1,1,20,3,5,-5.2,0.1
CCC(C(=O)NCc1ccccn1)n1c2ccccc2c2nc(=O)cc(C)n21 (stereo unspecified),-0.9,21,2.1,87,-2,5,11,0,-15,-2.1,0.2
CCN(CC)S(=O)(=O)c1ccc(OC)c(NC(=O)c2cccc(C)c2[N+](=O)[O-])c1,4.0,4,3.0,-12,-2,4,2,-8,-3,-0.4,3.9
COc1ccc(C2=Nn3c(nnc3-c3ccccc3OC)SC2)cc1OC1CCOC1 (stereo unspecified),1.0,1,1.0,6,-3,-5,0,-4,-13,0.1,6.1
COc1cccc(NC(=O)COC(=O)CC2CC3CCC2C3)c1 (stereo unspecified),-0.9,-14,4.7,-16,0,-9,2,-1,-11,-0.4,-0.7
O=C(COC(=O)c1cnccn1)Nc1ccc2c(c1)OCO2,-1.5,-7,2.2,78,1,4,0,-1,-8,0.1,0.1
CCCc1nnc(NC(=O)C(=O)NCCN(CC)CC)s1,x,5,-0.4,x,0,-3,12,-7,3,-2.4,x
O=C(Nc1cccnc1)C1CCCN1S(=O)(=O)c1ccc(Cl)c(Cl)c1 (stereo unspecified),3.0,12,1.1,350,-4,2,-14,4,-10,2.3,1.2
COc1cc(Cn2c(-c3ccc(O)c(OC)c3)nc3ccccc32)ccc1O,2.3,-21,1.2,-8,2,-6,10,-7,-2,-2.0,-0.7
COc1ccc(C)cc1N(CC(=O)Nc1ccc(S(=O)(=O)N2CCCC2)cc1)S(C)(=O)=O,x,4,3.2,-5,-2,-2,3,-3,9,-0.5,x
CCc1nnc(NC(=O)CSc2ncc(-c3ccccc3)[nH]2)s1,-2.6,5,x,1,1,5,12,-6,0,-2.3,2.0
CCCN1C(=O)c2ccc(C(=O)Nc3ccccc3C(=O)O)cc2C1=O,-1.6,24,0.8,-2,2,-3,0,-1,-2,0.0,-0.1
COc1ccc(OCCN2CCCC2)cc1Nc1nnc(Cl)c(Nc2ccccc2S(C)(=O)=O)n1,x,-41,x,x,-2,-9,12,1,-33,-2.1,x
COc1ccc(C(CC(=O)NCCN2CCOCC2)NS(=O)(=O)c2ccc(C)cc2)cc1 (stereo unspecified),-0.9,-3,2.3,4,8,-7,11,-15,-5,-1.9,2.6
Cc1ccc(C(C)C)c(OCC(=O)NS(=O)(=O)c2ccc(Cl)cc2)c1,-1.0,-10,-2.3,-1,2,1,7,-2,3,-1.4,0.0
O=C(c1cccs1)N1CCC(c2nc3ccccc3s2)CC1,-2.7,-40,x,-16,1,2,10,-2,19,-1.8,0.2
CCn1c(=O)cc(SCC(=O)NCC2CCCO2)c2ccccc21 (stereo unspecified),-1.7,1,2.3,-8,-10,-6,14,7,-7,-2.7,-1.5
Clc1cccc(CNCCNCc2cccc(Cl)c2)c1,-6.0,14,3.0,-12,4,-11,-20,-2,-9,3.8,-1.3
CCOC(=O)c1nnn(-c2nonc2-n2cccc2)c1CN1CCCCC1,-1.8,14,1.4,4,-9,5,-11,0,-29,2.6,5.0
CC1(C)CC(=O)C(=CN2CCN(C(=O)c3ccco3)CC2)C(=O)C1,x,7,-0.8,x,1,2,5,-8,-21,-0.8,x
O=C(O)CCC(=O)N1CCOc2ccc(Cl)cc21,-0.8,5,2.9,8,-5,1,12,3,-14,-2.1,0.9
Cc1[nH]c2ccccc2c1C(=O)CSc1cccc[n+]1[O-],0.5,-3,1.1,241,3,2,6,-4,-7,-1.3,1.5
Cc1cc(C)n(CC(O)CN2C(=O)NC(C)(C)C2=O)n1 (stereo unspecified),-2.0,5,2.0,-1,-5,1,7,0,-10,-1.2,0.4
